# Bioassay records as filed in PubChem BioAssay.
# NS5 inhibitors: Dengue-2 NS5 methyltransferase inhibitors, primary screen, biochemical, confirmation dose response (AID 588689); actives 0.3% (n = 340,000); inhibition, % at 25 µM, or IC50 in µM where a hit was titrated; Genome polyprotein (Dengue virus type 2 (strain 16681-PDK53)); Dengue-2 NS5 methyltransferase capping enzyme assay, biochemical; higher % means a stronger effect; in the data active means a potency from the dose series
# MgcRacGAP inhibition: MgcRacGAP GTPase-activating activity inhibitors, confirmation, biochemical, ADP Hunter fluorescence. MgcRacGAP-stimulated Rac1 GTP hydrolysis, ADP Hunter fluorescence; higher % means a stronger effect; GST-tagged Rac1 F28L mutant substrate. inhibition, % at 30 µM; hits with a dose series show IC50 in µM. actives 0.6% (n = 340,000). AID 624330, 2012;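 active means first-screen hits whose inhibition reached a set limit at any dose in the follow-up dose series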;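 further: fluorescence reports GDP produced by GAP-driven GTP hydrolysis; strong numbers were not always called active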
# NS5 inhibitors pilot replicate: further read-out of NS5 inhibitors, marked with its call; inhibition, %; measured here: pilot screen replicate inhibition
# * hit, by the source's call. Only part of the results is shown, so the mix of outcomes need not match the whole.
SMILES,NS5 inhibitors,MgcRacGAP inhibition,others
CCN1C(=O)[C@H]2[C@H]3CN=C(SCC4CC4)N3[C@@](CC)(C(=O)OC)[C@H]2C1=O,-11.2%,4.5%,NS5 inhibitors pilot replicate=-5.5
CN(CC(=O)Nc1cccc(F)c1)C(=O)CNC(=O)Cc1cccc2ccccc12,5.1%,3.8%,
COc1ccccc1N1CCCSC1=Nc1ccccc1,-1.1%,2.6%,
CC(Oc1ccccc1)C(=O)Nc1nc(-c2ccccn2)cs1 (stereo not drawn),-7.2%,5.5%,
O[C@H]1C[C@H](c2ccc(Cl)cc2)N(CC2CCCCC2)C[C@@H]1n1cc(C2CC2)nn1,-3.3%,11.1%,
COc1ccc(-c2nnc(C(C)Nc3cccc(C(=O)NC4CC4)c3)o2)cc1 (stereo not drawn),-3.0%,5.7%,
O=C(CCC(=O)N1CCN(S(=O)(=O)c2ccccc2Cl)CC1)c1ccccc1,-2.2%,-0.1%,
CC1CC(NC(=O)c2c(O)nc3ccccn3c2=O)CC(C)(C)C1 (stereo not drawn),-3.7%,3.7%,
O=C(O)c1ccccc1-c1ccccc1C(=O)Nc1ccc2oc(=O)c3ccccc3c2c1,11.5%,5.7%,
NS(=O)(=O)c1ccc(NC(=O)c2ccc(S(=O)(=O)N3CCCCC3)cc2)cc1,-5.9%,4.4%,
O=P(c1ccccc1)(c1ccccc1)c1ccccc1C(Br)Br,2.8%,3.0%,
CC(C)(O)CN(CCCNC(=S)Nc1ccccc1)C(=S)Nc1ccccc1,-0.4%,6.1%,
CC(C)CC1NC(=O)N(CC(=O)Nc2cc(S(=O)(=O)N3CCOCC3)ccc2Cl)C1=O (stereo not drawn),0.7%,3.0%,
COc1cc(C=NOC(=O)Nc2ccccc2)cc(OC)c1OC,-5.4%,-2.3%,
Cc1ccc(C)c(NC(=O)COC(=O)c2c(-c3ccccc3)noc2C)c1,2.3%,2.9%,
O=S1(=O)N[C@@H](CC2CCCCC2)COc2cc(Br)ccc21,5.6%,6.2%,NS5 inhibitors pilot replicate=-0.9
O=C(COC(=O)C1COc2ccccc2O1)NC1CCCCC1 (stereo not drawn),9.7%,0.1%,
COc1ccc(C(CCN2CCOCC2)c2c(OC)cc(OC)c3c(-c4ccccc4)cc(=O)oc23)cc1 (stereo not drawn),-10.9%,3.3%,NS5 inhibitors pilot replicate=-5.4
O=C(OCC(=O)N1CCN(C(=O)c2ccco2)CC1)c1cc(F)c(F)cc1Cl,1.6%,-3.1%,
CC1CN(C(=O)COc2ccc3ccccc3c2)CC(C)O1 (stereo not drawn),-9.3%,-1.9%,
CCN(CC)CCSc1nc2c([nH]1)c(=S)n(C)c(=O)n2C,-15.8%,13.7%,
COc1cc2nnn(-c3ccncc3)c2cc1OC,-1.1%,8.2%,
C[C@@H]1COC(=O)[C@@H](CC(=O)OC(C)(C)C)C/C=C\C[C@@H](CC(=O)N[C@H](CO)Cc2ccccc2)C(=O)N1,-1.6%,6.2%,
COc1cc(NS(=O)(=O)c2cc(NC(C)=O)ccc2OC)c(OC)cc1NC(=O)c1ccccc1,-6.7%,22.8%,
C=CC[C@@H](CC(=O)N(CCO)Cc1ccccc1)C(=O)N[C@H](C)COC(=O)[C@@H](CC=C)Cc1ccc(F)cc1,5.8%,4.8%,

# An excerpt from above in order of SMILES length, descending:
SMILES,NS5 inhibitors,MgcRacGAP inhibition,others
NS(=O)(=O)c1ccc(NC(=O)c2ccc(S(=O)(=O)N3CCCCC3)cc2)cc1,-5.9%,4.4%,
O=C(CCC(=O)N1CCN(S(=O)(=O)c2ccccc2Cl)CC1)c1ccccc1,-2.2%,-0.1%,
COc1ccc(-c2nnc(C(C)Nc3cccc(C(=O)NC4CC4)c3)o2)cc1 (stereo not drawn),-3.0%,5.7%,

# New compounds follow
SMILES,NS5 inhibitors,MgcRacGAP inhibition,others
O=C(c1cccnc1)N(Cc1ccccc1)C(=O)c1cccnc1,2.7%,3.5%,
CC(C(=O)OCC(=O)N1CCCCC1)N1C(=O)c2ccccc2C1=O (stereo not drawn),8.1%,2.6%,
O=C(N/N=C/c1ccc(Cl)cc1)c1ccc2nc[nH]c2c1,-8.2%,8.1%,
O=C(OCC1COC(c2ccccc2)(c2ccccc2)O1)c1ccccc1 (stereo not drawn),12.4%,3.5%,
CCN1C(=O)[C@H]2[C@H]3CN=C(SCc4ccc(C#N)cc4)N3[C@@](Cc3ccccc3)(C(=O)OC)[C@H]2C1=O,4.0%,7.3%,NS5 inhibitors pilot replicate=0.9
O=C(Cn1cnc2c(NCc3ccccc3)ncnc21)NCc1ccc2c(c1)OCO2,-5.9%,5.7%,
Cc1ccc(C2(C)NC(=O)N(CC(=O)N3CCN(S(=O)(=O)c4cccc([N+](=O)[O-])c4)CC3)C2=O)cc1 (stereo not drawn),-1.1%,7.3%,
CC#CC(=O)N1CCC(n2nccc2NC(=O)CCc2ccccc2)CC1,2.9%,3.1%,
O=[N+]([O-])c1cccc(S(=O)(=O)N2CN(c3ccc(Br)cc3)c3nc4ccccc4nc32)c1,4.3%,9.8%,
CCOc1ccccc1NC(=O)C1CCCC1,2.3%,-1.6%,
COc1ccc2cc(C#CC3=CC(=O)C[C@H](c4ccc(F)cc4)C3)ccc2c1,-4.0%,17.2%,
COCCN(Cc1ccccc1)C(=O)c1cccc(S(=O)(=O)N2CCN(Cc3ccccc3)CC2)c1,-5.0%,22.0%,
COc1ccc(C=NNc2ccc([N+](=O)[O-])cn2)cc1,-16.3%,5.0%,
C[C@@H]1CN([C@@H](C)CO)C(=O)CCCn2nncc2CO[C@@H]1CN(C)C(=O)Nc1cccc(C(F)(F)F)c1,-10.2%,13.6%,
CC(C)C[C@@H](CN1CCCC1CN1C(=S)NC[C@@H]1Cc1ccc(O)cc1)N1C[C@H](Cc2ccc(O)cc2)N(CCc2ccccc2)C1=S (stereo partly drawn),-2.3%,6.1%,NS5 inhibitors pilot replicate=-8.5
Cn1sc2ccccc2c1=O,-27.3%,18.0%,
CC(Oc1ccc(Cl)cc1)C(=O)Nc1ccccc1N1CCOCC1 (stereo not drawn),10.1%,2.3%,
CC(Sc1nnc(-c2ccco2)o1)C(=O)Nc1ccc(OC(F)F)cc1 (stereo not drawn),0.0%,4.3%,
O=C(CSc1nnc2n1CCCCC2)NCc1ccccc1,4.6%,-0.2%,
O=C(COC(=O)c1cc(S(=O)(=O)N2CCCCC2)ccc1Cl)NC1CCCCC1,-5.5%,19.9%,
CC(C)(C)OC(=O)NCCCCCNC(=O)c1nc[nH]c1C(=O)N1CCc2ccccc2C1,-8.0%,2.4%,
C[C@H](CO)N1C[C@H](C)[C@@H](CN(C)C)Oc2c(NC(=O)CCCCCC(=O)Nc3ccccc3N)cccc2C1=O,4.1%,4.2%,
O=C(COC(=O)c1cc(S(=O)(=O)N2CCOCC2)ccc1F)NC1CC1,-16.8%,-1.1%,
CCN(CC)c1ccc(S(=O)(=O)N2CCOCC2)cc1NC(=O)COC(=O)/C=C/c1ccccc1,-4.5%,-3.0%,
COc1ccc(CC(=O)Nc2cc(S(C)(=O)=O)ccc2Cl)cc1S(=O)(=O)N1CCOCC1,1.5%,5.7%,
# Additional structures follow.
SMILES,NS5 inhibitors,MgcRacGAP inhibition,others
COc1ccc([C@@H]2C[C@H]3[C@@H](CN2S(=O)(=O)c2ccccc2)C(=O)C[C@@H](c2ccccc2)N3S(=O)(=O)c2ccc(C)cc2)cc1,-4.6%,7.9%,
CCN(C(=O)CN1CCC(C)CC1)c1c(N)n(Cc2ccccc2)c(=O)[nH]c1=O,0.0%,2.1%,
O=C(COC(=O)c1cccc(Cl)c1Cl)NC1CCCCCC1,2.3%,10.5%,
C=CS(=O)(=O)N(Cc1ccccc1Br)[C@H](CO)Cc1ccccc1,-12.7%,4.0%,
CCN(CC)CCN(C(=O)c1ccc2c(c1)CCCC2)c1nc2c(OC)cccc2s1,3.3%,10.6%,
NC(=O)c1ncn([C@@H]2O[C@H](CNS(=O)(=O)c3cc(S(=O)(=O)c4ccccc4)cs3)[C@@H](O)[C@H]2O)n1,1.9%,-5.0%,
O=C(Cc1ccc(NC(=O)C2CCCN(C(=O)CCc3ccccc3)C2)cc1)Nc1cccc(C(=O)N2CCCC2)c1 (stereo not drawn),-3.9%,4.9%,
C[C@H]1CN([C@@H](C)CO)C(=O)CCCn2nncc2CO[C@H]1CN(C)C(=O)C1CCCCC1,-2.8%,16.4%,
O=C(Nc1ccc(F)cc1F)c1ccc2c(=O)n3c(nc2c1)CCC3,2.2%,10.1%,
O=C(CN1CCN(C(=O)c2ccco2)CC1)Nc1cc(S(=O)(=O)N2CCCC2)ccc1Cl,2.3%,5.9%,
COc1cc(N)c(Cl)cc1C(=O)OCC(=O)NCc1cccs1,2.2%,7.0%,
CC(=O)c1ccc(NC(=O)CN2CCN(S(=O)(=O)c3ccc4c(c3)OCCO4)CC2)cc1,2.8%,15.6%,
CCCCCCN1C[C@H](O)[C@@H](n2cc(C3CC3)nn2)C[C@@H]1c1ccc(C)cc1,-6.1%,17.8%,
COc1cc2cc(C)c(Br)c(OC)c2cc1OC,6.2%,-9.1%,
C[C@H]1CN([C@@H](C)CO)C(=O)c2cc(C3=CCCC3)cnc2O[C@@H]1CN(C)C(=O)c1ccncc1,-6.6%,8.6%,
CC(=O)c1cc(Cl)ccc1OCC(=O)NC1CCCC1,-5.2%,6.3%,
O=C(c1ccc2c(c1)CCC2)N1CCN(Cc2c(F)cccc2Cl)CC1,2.8%,16.5%,
COC(=O)[C@]1(C)N[C@H](CN(C)C(=O)Nc2ccc(F)cc2)[C@@H]2C(=O)N(C)C(=O)[C@@H]21,-4.3%,7.3%,NS5 inhibitors pilot replicate=3.6
COc1ccc2cc(CNCCOCCOCCNCc3ccc4cc(OC)ccc4c3)ccc2c1,3.5%,38.5%,
C=CC[C@@H](CC(=O)N[C@H](CO)Cc1ccccc1)C(=O)N[C@H](C)COC(=O)[C@@H](CC=C)CC(=O)OC(C)(C)C,-13.3%,10.3%,
C=CCNc1nc(C(=O)OC(C)C(=O)c2ccc(C)cc2)cs1 (stereo not drawn),-6.8%,1.8%,
C[C@H](CO)N1C[C@H](C)[C@@H](CN(C)Cc2ccncc2)Oc2c(NC(=O)C3CCCCC3)cccc2C1=O,1.6%,1.9%,
Nc1c(N(Cc2ccccc2)C(=O)COc2ccc(F)cc2Cl)c(=O)[nH]c(=O)n1Cc1ccccc1,-8.6%,-1.4%,
CC(=CC(=O)c1ccccc1)c1ccccc1,-7.8%,3.2%,
C[C@H](NC(=O)c1ncn2c1C(=O)N(C)CC2)C(=O)OC(C)(C)C,-3.5%,7.7%,

# As a short view, 4 of the compounds above:
SMILES,NS5 inhibitors,MgcRacGAP inhibition,others
COc1ccc([C@@H]2C[C@H]3[C@@H](CN2S(=O)(=O)c2ccccc2)C(=O)C[C@@H](c2ccccc2)N3S(=O)(=O)c2ccc(C)cc2)cc1,-4.6%,7.9%,
CCN(C(=O)CN1CCC(C)CC1)c1c(N)n(Cc2ccccc2)c(=O)[nH]c1=O,0.0%,2.1%,
O=C(COC(=O)c1cccc(Cl)c1Cl)NC1CCCCCC1,2.3%,10.5%,
C=CS(=O)(=O)N(Cc1ccccc1Br)[C@H](CO)Cc1ccccc1,-12.7%,4.0%,

# More structures follow.
SMILES,NS5 inhibitors,MgcRacGAP inhibition,others
O=S(=O)(/N=C(/Nc1nc2ccccc2s1)c1ccccc1)c1ccc(F)cc1,3.6%,-4.0%,
CN(C)Cc1ccccc1CNC(=O)c1cccc(S(=O)(=O)Nc2ccc3c(c2)OCO3)c1,8.8%,16.9%,
O=C(Cn1cc(COc2ccccc2[N+](=O)[O-])nn1)c1ccc(O)cc1,-1.3%,7.9%,
COc1ccc(CNCCS(=O)(=O)NCc2ccc(OC)cc2)cc1,-1.3%,10.0%,NS5 inhibitors pilot replicate=-1.2
O=C1c2ccc(-c3ccc(Cl)c(C(F)(F)F)c3)cc2S(=O)(=O)c2cccc(C(=O)N3CCN(c4ccc(Cl)cn4)CC3)c21,-8.0%,8.0%,
Cc1cc(C)c(C(=O)COC(=O)Cn2nc(-c3ccccc3)oc2=O)cc1C,2.2%,3.9%,
O=C(Cc1cccc(NC(=O)C2CCCN(C(=O)c3ccccc3)C2)c1)Nc1cccc(C(=O)N2CCOCC2)c1 (stereo not drawn),0.0%,4.9%,NS5 inhibitors pilot replicate=1.5
COc1ccc(NC(=O)CCN2C(=O)C3CC=CCC3C2=O)cc1S(=O)(=O)N1CCCCC1 (stereo not drawn),0.7%,0.1%,
Cc1cc(/C=C(\C#N)C(=O)OCC(=O)N(C)c2c(N)n(Cc3ccccc3)c(=O)[nH]c2=O)c(C)n1CC(C)C,1.6%,10.0%,
CC(C)(C)OC(=O)N1CC2(CCCCC2)CC1Cc1ccc(C(F)(F)F)cc1 (stereo not drawn),-9.8%,7.6%,
CC(C)(C)[C@H](N)C(=O)N[C@H]1CCC2C3CC=C4C[C@@H](O)CC[C@]4(C)C3CC[C@@]21C (stereo partly drawn),-6.9%,3.2%,
COc1ccc(C(C)(C)C)cc1NC(=O)CN(C)C1=NS(=O)(=O)c2ccccc21,1.6%,19.9%,
Cn1nc(C(=O)NNC(=O)c2ccccc2Br)c2ccccc2c1=O,-7.2%,8.2%,
COc1ccccc1N(C)S(=O)(=O)c1ccc(C(=O)N(C)Cc2cccc(OC)c2OC)cc1,-5.0%,14.8%,
CN=C(C[N+](=O)[O-])NCCSCc1ccc(CN(C)C)o1,2.9%,13.0%,
O=C(COC(=O)c1cc[n+]([O-])cc1)Nc1ccc(Cl)c(C(F)(F)F)c1,-12.8%,-1.0%,
COC(=O)[C@H](Cc1ccccc1)N1C/C=C\COc2c(Cl)cc(Cl)cc2S1(=O)=O,-2.3%,6.7%,NS5 inhibitors pilot replicate=-2.7
COc1ccc(NC(=O)N(C)[C@H]2C[C@H]3c4[nH]c5ccc(-c6ccc7c(c6)OCO7)cc5c4CCN3C[C@H]2[C@H](C)O)cc1,-1.1%,11.6%,
